Source: PubChem
TRPV1 agonist: human TRPV1 agonism | Q8NER1 | TRPV1-expressing cells, Fluo-8 calcium influx, agonist mode | activation, % at 8.33 µM | actives 0.19% (n = 320,000) | AID 540275; in the data active = activation above about 80%; inconclusive = between about 30% and that limit; note: 0% is about no effect
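Fluo-8 calcium influx in TRPV1-expressing cells, kinetic read (ex 480/em 520 nm). Compound added and read 3 min for agonist activity, followed by capsaicin at EC20 final and 2 min further read for enhancement.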
B2AR arrestin: recruits beta-arrestin to the human beta2-adrenergic receptor; P07550; actives 0.02% (n = 330,000); Potency, µM (titrated, usually from 46.1 µM), inactives show at the top dose activation, hits mostly activators; AID 492947; beta-arrestin recruitment to beta2AR, cell-based reporter;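 note: potency is the fitted concentration of half-maximal effect; 0% = DMSO controls and full agonism = EC100 isoproterenol or metaproterenol; nearly all actives have a fitted effect of over 65% in size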
a7 integrin act: activates integrin-mediated alleviation for muscular dystrophy; alpha7betagal myoblasts, beta-gal FDG fluorescence, 48 h; Potency, µM (titrated, usually from 38.3 µM), inactives show top-dose activation, hits mostly activators; actives 0.064% (n = 350,000);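 note: potency is the fitted concentration of half-maximal effect; 100% = response of the positive control SU9516; nearly all actives have a fitted effect of over 60% in size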
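alpha7betagal+/- myoblasts (passage 13, 250/well) treated 48 h at 37C with compounds at 1:260 dilution of DMSO stock. Lysed, then beta-galactosidase activity read as FDG fluorescence (ex 480/em 540) after 30 min, with pre-read for autofluorescence.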
BRCA1 expr up: activators of BRCA1 expression. MCF7-BRCA1-FFLuc reporter, luminescence, 48 h; response scale: scaled: vehicle 0%, 10 µM genistein 100%. Potency, µM (titrated, usually from 46.1 µM), without a hit: at the top dose activation, hits mostly activators. actives 1.1% (n = 380,000); note: potency is the fitted concentration of half-maximal effect; nearly all actives have a fitted effect of over 80% in size; some results filed as inactive show a strong effect at the top dose
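Quantitative HTS in MCF7 cells stably reporting BRCA1 expression via firefly luciferase. Compound treatment lasts 48 h at 37 °C in phenol-red free MEM. Activation is expressed relative to genistein at 10 microM and DMSO.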
USP2a block: inhibitors of human ubiquitin-specific protease USP2a. actives 0.01% (n = 330,000). Potency, µM (top dose mostly 38.3 µM), for inactives: at the top dose activity change, negative = inhibition, usual class: inhibitors. USP2 core, Ub-CHOP2 coupled fluorogenic reporter, 485/531. AID 463254. O75604;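 note: potency is the fitted concentration of half-maximal effect; plate controls were DMSO wells for no effect and full inhibition by NEM control for full effect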
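USP2 core (10nM final) preincubated 30min RT with compound in 20mM Tris-HCl pH 8.0, 2mM CaCl2, 2mM beta-mercaptoethanol, 0.05% CHAPS; 25nM Ub-CHOP2 plus 25nM reporter substrate added, fluorescence (Ex485/Em531) read after 60min.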
PTAP TSG101 blk: blocks PTAP/TSG101 interaction to inhibit HIV-1 budding; AID 493005; 340,000 tested, under 10 active; Potency, µM (top dose mostly 115 µM), for the others: top-dose activity change, negative = inhibition, actives largely listed as inhibitors; Fluorescence polarization, FITC-PTAP peptide / Tsg101 binding; active = well fitted inhibition curve with a large enough effect in the main read-out, with a control signal flat, not every such curve was filed as active; inconclusive = small, poorly fitted or top-dose-only effect, or effect the other way, or a change in a side signal; inactive = no such curve, though single readings can be large or run the other way; note: potency is the fitted concentration of half-maximal effect; % of control where 0% means no effect
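FP read-out: FITC-PTAP peptide, 50 nM final, binding Tsg101 binding domain, 10 uM final; 20 min, r.t.; 10 mM HEPES pH 7.5, 0.15 M NaCl, 0.01% Tween 20, 3 mM EDTA, 0.1 mM TCEP.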
p53 reactivation: restores transcriptional activity of mutant p53; H1299 p53-A138V BP100-luciferase reporter, luminescence, 24 h; Potency, µM (highest dose often 92.2 µM), without a hit: top-dose activity change, positive = activation, actives largely listed as activators; actives 0.063% (n = 320,000); AID 504706; note: potency is the fitted concentration of half-maximal effect; % of control where 0% means no effect; nearly all actives have a fitted effect of over 45% in size
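p53-null H1299 cells stably carrying temperature-sensitive p53-A138V and a BP100-luciferase reporter were pinned with compounds (4-point, 1:5 series) and held 24 hrs at 37 deg C. Luminescence was read 10 min after detection reagent.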
S-ASM inh: blocks human secretory acid sphingomyelinase | actives 0.006% (n = 340,000) | P17405 | placental ASM, HMU-PC fluorogenic substrate, 60 min | Potency, µM (titrated, usually from 57.5 µM), inactives show top-dose activity change, negative = inhibition, usual class: inhibitors; note: potency is the fitted concentration of half-maximal effect
Target sequence (P17405 47-631 limits assumed): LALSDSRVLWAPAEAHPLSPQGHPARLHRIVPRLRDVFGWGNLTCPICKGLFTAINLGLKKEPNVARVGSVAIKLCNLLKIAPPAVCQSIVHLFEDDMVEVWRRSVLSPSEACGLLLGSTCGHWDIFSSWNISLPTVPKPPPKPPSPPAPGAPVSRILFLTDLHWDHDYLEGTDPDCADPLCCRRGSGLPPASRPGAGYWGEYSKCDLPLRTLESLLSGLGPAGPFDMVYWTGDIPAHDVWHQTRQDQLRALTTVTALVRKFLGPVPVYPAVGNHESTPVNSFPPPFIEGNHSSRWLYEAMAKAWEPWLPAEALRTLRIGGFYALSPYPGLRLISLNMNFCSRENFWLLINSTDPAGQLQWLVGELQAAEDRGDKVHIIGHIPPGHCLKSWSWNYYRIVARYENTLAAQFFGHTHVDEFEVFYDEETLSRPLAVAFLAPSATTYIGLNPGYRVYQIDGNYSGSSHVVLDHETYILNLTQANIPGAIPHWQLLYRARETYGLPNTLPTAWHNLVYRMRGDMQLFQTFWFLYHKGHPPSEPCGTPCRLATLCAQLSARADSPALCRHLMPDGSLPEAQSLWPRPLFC
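Fluorogenic HMU-PC substrate (9 uM final) is turned over by placental ASM in 60 min at 37 C after a 10 min compound preincubation. Reaction ended by alkaline stop (pH 10), with fluorescence read at 386/447 nm.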
ELG1 genotox: inducers of genotoxicity in HEK293T ELG1-luciferase cells. HEK293T ELG1-luciferase reporter, luminescence, 16 h. Potency, µM (titrated, usually from 46 µM), for inactives: at the top dose activity change, positive = activation, most hits filed as activators. actives 1.3% (n = 330,000); note: potency is the fitted concentration of half-maximal effect; % of control where 0% means no effect; nearly all actives have a fitted effect of over 60% in size
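DMSO vehicle served as control against compound-treated ELG1-luciferase HEK293T cells; exposure lasted 16 hr at 37 °C and 5% CO2, followed by ONE-Glo luminescence detection after 30 min.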
Eya2 phos inh: blocks the phosphatase activity of human Eya2. O00167. recombinant Eya2, OMFP fluorescence dephosphorylation (OMFP is methylfluorescein phosphate). Potency, µM (highest dose often 76.9 µM), without a hit: at the highest dose activity, negative = inhibition, most hits filed as inhibitors. actives 0.006% (n = 330,000). AID 488837; note: potency is the fitted concentration of half-maximal effect; % is set by controls: 0 for no effect and ±100 for the full control effect
Target sequence (O00167 whole entry, looked up): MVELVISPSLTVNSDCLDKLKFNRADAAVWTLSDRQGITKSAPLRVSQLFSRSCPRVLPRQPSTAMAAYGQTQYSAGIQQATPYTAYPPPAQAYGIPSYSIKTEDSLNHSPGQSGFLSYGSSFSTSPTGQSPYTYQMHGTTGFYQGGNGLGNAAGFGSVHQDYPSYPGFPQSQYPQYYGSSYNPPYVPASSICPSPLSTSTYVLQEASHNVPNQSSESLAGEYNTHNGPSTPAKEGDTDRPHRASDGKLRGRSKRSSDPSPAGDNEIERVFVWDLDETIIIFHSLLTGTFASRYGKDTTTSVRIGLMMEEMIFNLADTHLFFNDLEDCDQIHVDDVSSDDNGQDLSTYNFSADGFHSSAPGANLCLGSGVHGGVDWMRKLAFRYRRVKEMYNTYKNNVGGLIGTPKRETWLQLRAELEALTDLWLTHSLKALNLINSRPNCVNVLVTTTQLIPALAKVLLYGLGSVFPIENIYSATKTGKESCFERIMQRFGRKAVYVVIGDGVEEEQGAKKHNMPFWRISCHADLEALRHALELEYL
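Eya2 (0.2 uM) preincubated 10 min at ambient with compound, then OMFP substrate added at 50 uM; 10 min reaction in 50 mM HEPES pH 7.5, 50 mM NaCl, 5 uM MgCl2, 0.05% BSA, 1 mM DTT. Fluorescence read at Ex 485/Em 525 nm.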
uPA generation: cell surface uPA generation inhibition; Potency, µM (series often up to 38.3 µM), for the others: at the top dose activity change, negative = inhibition, most hits filed as inhibitors; actives 0.31% (n = 330,000); cell surface uPA generation assay, qHTS; AID 540303; active = well fitted inhibition curve with a large enough effect; inconclusive = small, poorly fitted or top-dose-only effect; inactive = no such curve, though single readings can be large or run the other way; tested in mouse RAW 264.7 cells; note: potency is the fitted concentration of half-maximal effect; % is set by controls: 0 for no effect and ±100 for the full control effect; nearly all actives have a fitted effect of over 55% in size
Numbers without * were called inactive; u = inconclusive; x = not tested or not shown; & = joins results of further samples; [ ] = another dose, or the depositor's remark. Unless noted, calls come from the whole dose curve; as a rule, active = well fitted curve in the direction sought with a large enough effect; inconclusive = small, poorly fitted or top-dose-only effect, or another doubt; inactive = no such curve, though single readings can be large; an effect the other way counts as inactive or inconclusive.

SMILES	TRPV1 agonist	B2AR arrestin	a7 integrin act	BRCA1 expr up	USP2a block	PTAP TSG101 blk	p53 reactivation	S-ASM inh	ELG1 genotox	Eya2 phos inh	uPA generation
CCOc1ccccc1N(C(=O)c1snc(C(N)=O)c1N)C(C(=O)NCC1CCCO1)c1ccc2ncccc2c1 (stereo unspecified)	4	0.0%	4%	-28%	1%	3%	-7%	x	3%	6%	7%
Cc1ccc(C(=O)NCC(C)(C)O)cc1	4	5.0%	-14%	-2%	3%	-4%	0%	2%	0%	-2%	1%
CCc1nnc(NC(=O)c2ccc(S(=O)(=O)N3CCCC3)cc2)s1	-1	0.0%	7%	3%	1%	0%	4%	-1%	0%	3%	2%
Cc1cc(C)c(S(=O)(=O)N2CCCC2=O)cc1N(C)S(C)(=O)=O	3	-1.1%	-19%	-5%	1%	-5%	x	-3%	0%	0%	17%
Cc1cccc(OCCC(=O)Nc2ccc(N3CCOCC3)cc2N2CCOCC2)c1	12	-0.6%	-17%	-25%	2%	-1%	0%	-1%	0%	2%	2%
COc1cc(N=Nc2ccc(C(=O)N(C)C)cc2)c(C)cc1N	x	x	-5%	17%	x	-4%	x	-13%	x	x	-1%
CC(=O)Nc1ccc2sccc2c1	-1	-0.3%	-5%	11%	4%	-4%	6%	-2%	7%	1%	-1%
CCOCCCNC(=O)C(NC(=O)Cc1c[nH]c2ccccc12)c1ccccc1 (stereo unspecified)	-2	0.1%	0%	-11%	1%	-2%	3%	7%	0%	10%	5%
Cc1nn(-c2ccccc2)nc1C(=O)c1c(C)[nH]n(-c2ccccc2)c1=O	-2	-0.6%	-8%	-28%	-8%	1%	1%	-2%	-14%	0%	-2%
CN(C(=O)c1ccc(NC(=O)Cc2cccc(NC(=O)C3CCN(C(=O)C4CCCCC4)CC3)c2)cc1)C1CCCC1	-6	0.4%	30%	0%	2%	x	12%	-5%	1%	2%	24%
Cc1onc(-c2c(Cl)cccc2Cl)c1C(=O)c1ccccc1	6	-0.5%	-23%	5%	2%	-2%	-1%	-4%	-10%	-4%	2%
Cc1[nH]c2ccc3ncccc3c2c1C	-2	-2.8%	u	26%	0%	-1%	3%	4%	3%	-3%	4%
CCOC(=O)c1c(S(=O)(=O)NCC(=O)NCc2ccc(C)cc2)c(C)n(C)c1C	-1	-0.8%	24%	-15%	2%	2%	8%	-4%	-2%	1%	11%
COc1ccccc1N(CC(=O)Nc1cccnc1)S(=O)(=O)c1ccccc1	10	-0.2%	11%	1%	0%	-10%	-13%	4%	-2%	8%	-16%
CCOC(=O)C1CCN(C(=O)c2oc3ccc4c(c3c2C)C(O)CC2(CCCCC2)O4)CC1 (stereo unspecified)	8	0.3%	-2%	21%	-6%	-4%	8%	-12%	-4%[9.26 µM]	-8%	1%
Cn1c(-[n+]2c(-c3ccccc3)cc(-c3ccccc3)cc2-c2ccccc2)nc2cc([N+](=O)[O-])ccc21	21	-0.5%	7%	-4%	2%	-1%	10%	1%	-14%	-1%	0%
CCOC(=O)C(C(=O)OCC)C1CS(=O)(=O)CC1C(C(=O)OCC)C(=O)OCC (stereo unspecified)	0	-1.0%	11%	-1%	2%	-1%	6%	2%	1%	-1%	11%
COc1ccc(S(=O)(=O)Cc2ccc(C(=O)N3CCN(C4CCCCC4)CC3)o2)cc1	x	0.2%	-21%	-23%	3%	-5%	0%	2%	0%	16%	-11%
COc1cc(OC)cc(C(=O)OCC(=O)N(C)c2ccccc2)c1	2	-0.2%	-36%	-8%	2%	-2%	-3%	-3%	4%	1%	-3%
Clc1ccc(CSc2cc3c(nn2)-c2ccccc2CC3)cc1Cl	1	-0.1%	2%	-39%	1%	-2%	1%	-6%	-1%	13%	15%
CC1=NN(C(=O)Cc2ccccc2)C(O)(c2cccnc2)C1 (stereo unspecified)	8	-0.8%	17%	-2%	0%	1%	u	1%	0%	-9%	x
COCc1cc(/C=N\NC(=O)Cc2ccc(OC)cc2)ccc1OC	4	0.1%	7%	-10%	0%	-6%	-2%	6%	15%	-10%	23%
CC(Oc1cccc(Cl)c1)C(=O)Nc1ccccc1N1CCCCC1 (stereo unspecified)	u	-0.2%	-16%	-52%	4%	6%	19%	-9%	u	3%	11%
COC(=O)[C@@H](N)Cc1ccc(O)cc1	1	-0.3%	x	x	-1%	x	-2%	x	1%	3%	x
Cc1cc(C)nc(SCC(=O)c2ccc3c(c2)OCCO3)n1	3	-0.1%	23%	19%	3%	-12%	-4%	0%	-2%	4%	11%
O=C1/C(=C/c2ccccc2)Oc2cc(OC(=O)N3CCOCC3)ccc21	u	3.8%	-27%	87%	0%	-3%	22%	5%	9%	1%	14%
COc1ccc(S(=O)(=O)N2CCc3ccccc32)cc1C(=O)Nc1ccc(C(N)=O)cc1	-3	0.5%	u	-35%	-1%	-2%	-13%	2%	0%	5%	14µM*
CCc1ccn2cc(-c3cc(-c4ccccc4)no3)nc2c1	7	-0.3%	-32%[inhibitor]	-81%	-1%	-4%	-6%	1%	u	15%	u
Cc1ccccc1NC(=O)c1ccc(Cn2cc([N+](=O)[O-])cn2)o1	3	-1.0%	-4%	-4%	2%	-2%	0%	5%	0%	-7%	-16%
O=C(NN1C(=O)C2C3C=CC(O3)C2C1=O)c1ccncc1 (stereo unspecified)	0	-0.3%	u	6%	0%	-8%	3%	3%	1%	6%	-2%
CCOc1ccc(C2=Nc3ccccc3C(c3ccc(N4CCOCC4)cc3)=NN2)cc1	3	-0.7%	-17%	10%	-2%	-5%	14%	-5%	10%	5%	x
CCN1C(=NCc2ccc(OC)cc2)N[C@@H](c2ccccc2)[C@H](C(=O)OC)[C@H]1C	2	-1.2%&0.2%	13%	-28%	3%&-3%	0%	-2%	0%	-2%	-5%&3%	11%
c1ccc(CSc2nnc(-c3ccccc3)c(-c3ccccc3)n2)cc1	x	x	5%	22%	x	-1%	x	-10%	x	x	7%
COc1cc(C(=O)NCCC(c2ccccc2)c2ccccc2)cc(OC)c1OC	2	-0.6%	0%	-50%	3%	-3%	x	-3%	-3%	1%	-1%
CC(=O)Nc1ccc(S(=O)(=O)NCc2cn3c(C)csc3n2)cc1	4	-0.3%	-14%	9%	3%	-5%	1%	2%	1%	-1%	-1%
CC(C)CCOCc1nc2sc3c(c2c(=O)[nH]1)CCC(C)C3 (stereo unspecified)	4	-0.3%	-4%	13µM*	2%	0%	9%	4%	u	-1%	14%
CN(Cc1cn(-c2ccccc2)nc1-c1cc2ccccc2o1)C(=O)CCC(=O)O	8	0.6%	6%	u	-1%	-1%	-3%	6%	u	1%	-5%
COc1ccc([C@@H]2[C@H]3C(=O)N(c4cccc(C(F)(F)F)c4)C(=O)[C@H]3ON2C)cc1	u	-0.3%	30%	-3%	-1%	-1%	-6%	0%	-9%	-15%	0%
O=C1c2ccccc2-c2ccc(C(=O)N3CCCCC3)cc21	23	-1.0%	9%	78%	-2%	-3%	-2%	0%	u	1%	3%
O=C(C1=COCCO1)N1CCN(C(c2ccccc2)c2ccccc2)CC1	0	-0.2%	16%	-1%	2%	-1%	-8%	-2%	-4%	9%	0%
CC(C)(CN1CCC(Cc2ccccc2)CC1)NS(=O)(=O)c1ccccc1	8	-0.7%	-65%[inhibitor]	-7%	-2%	-4%	0%	2%	5%	-7%	u
CCOC(=O)c1ccc(NC(=O)Nc2ccc(S(N)(=O)=O)cc2)cc1	-1	-0.3%	0%	-10%	0%	x	-14%	-3%	-1%	-3%	12%
Cc1cccc(N2CCN(CC(O)COc3ccc(Cl)cc3)CC2)c1 (stereo unspecified)	7	-0.2%	5%	-9%	0%	0%	11%	-1%	-5%	-3%	-11%
Cc1cccc(CCN(CC(=O)NC2CCCCC2)C(=O)c2csnn2)c1	11	-0.2%	5%	14%	0%	-3%	4%	1%	-4%	14%	3%
COc1cc(CN2CC(=O)N(c3cccc(Cl)c3C)C2=S)cc(OC)c1OC	4	-0.1%	-21%	-1%	0%	-4%	-3%	-4%	-5%	-12%	3%
CCOC(=O)N1CCN(C(=O)CCn2c(=S)[nH]c3ccccc3c2=O)CC1	-2	-0.4%	-15%	0%	4%	-2%	-6%	0%	-2%	1%	6%

An excerpt from above in order of the PTAP TSG101 blk value, low to high.
SMILES | PTAP TSG101 blk
CC(C)(CN1CCC(Cc2ccccc2)CC1)NS(=O)(=O)c1ccccc1 | -4%
CCOC(=O)N1CCN(C(=O)CCn2c(=S)[nH]c3ccccc3c2=O)CC1 | -2%
Cc1cccc(N2CCN(CC(O)COc3ccc(Cl)cc3)CC2)c1 (stereo unspecified) | 0%
